Source: PubChem BioAssay (several laboratories)
MEKK3 PB1 HTS – MEKK3-MEK5 PB1 interaction, increase or decrease | Q99759 | bead-based flow cytometry, Alexa488-MEK5 binding to MEKK3; actives lie on both sides; 0 = blocked by unlabeled MEK5, 100 = vehicle | binding response (% of control), % at 10 µM | 290,000 tested, 1.4% active | AID 1529;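 active means binding response more than 3 SD above or below the average of its plate-row segment, actives on both sides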;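 further: Alexa488 bead fluorescence after subtracting the streptavidin-only scavenger bead signal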
Target sequence (Q99759 whole entry, looked up): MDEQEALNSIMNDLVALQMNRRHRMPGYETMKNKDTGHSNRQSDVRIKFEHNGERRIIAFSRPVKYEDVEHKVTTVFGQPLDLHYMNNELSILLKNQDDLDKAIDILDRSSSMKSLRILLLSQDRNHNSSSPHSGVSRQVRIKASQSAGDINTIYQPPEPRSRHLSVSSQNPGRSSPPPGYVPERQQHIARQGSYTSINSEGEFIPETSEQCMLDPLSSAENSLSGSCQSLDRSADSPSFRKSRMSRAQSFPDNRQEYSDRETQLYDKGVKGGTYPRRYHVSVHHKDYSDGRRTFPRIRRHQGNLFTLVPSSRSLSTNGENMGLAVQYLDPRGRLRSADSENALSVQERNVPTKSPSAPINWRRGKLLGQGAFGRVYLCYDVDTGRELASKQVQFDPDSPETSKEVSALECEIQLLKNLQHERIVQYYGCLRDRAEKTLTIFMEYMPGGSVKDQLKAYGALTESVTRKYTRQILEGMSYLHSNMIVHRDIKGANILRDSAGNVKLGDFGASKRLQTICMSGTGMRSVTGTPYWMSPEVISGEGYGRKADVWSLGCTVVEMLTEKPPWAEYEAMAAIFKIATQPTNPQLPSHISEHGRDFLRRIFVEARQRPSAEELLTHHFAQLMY
MEKK2 mut-MEK5 – signal of MEK5 binding to mutant human MEKK2 PB1 domain | bead flow cytometry, Alexa488-MEK5 binding to MEKK2 mutant | percent response, % at 10 µM | 290,000 tested, 0.35% active; in the data active means percent response above about 24%, passing the limit was not always enough; further: inactives centre near 1; some results filed as inactive read as strong as hits; reference of the scale not given here
CRFR2-BP antag – antagonists of CRF-binding protein/CRF-R2 receptor complex. HEK293 CRF-R2/CRF-BP, CRF-induced calcium fluorescence. 350,000 tested, 0.59% active. inhibition, % at 11.8 µM;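 active means inhibition of the ligand-induced calcium signal above about 50% at the single tested concentration, limit read from the data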
HCV NS3 hel inh – blocks Hepatitis C virus NS3 helicase unwinding; NS3 helicase DNA unwinding, Cy5 molecular beacon fluorescence; inhibition, % at 10.9 µM; 290,000 tested, 0.56% active;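 active means inhibition above the mean of all tested compounds plus 3 SD, set per campaign, cut at about 35% in these data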;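 further: 0% = DMSO wells and 100% = thioflavine S control wells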
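Assay system: hepatitis C virus NS3 helicase domain fragment enzyme. Also added: annealed dual-labelled DNA beacon duplex, ATP-started. Timing: 1 h reaction at 25 °C, ATP-initiated. Technique: Cy5 fluorescence at 0 and 60 min, beacon hairpin quenching. Evaluation: % inhibition of unwinding. Replication: one well per compound.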
SUMO HTRF inh – SUMOylation inhibition. HTRF SUMOylation assay, SAE1/SAE2 + UBC9, in vitro. inhibition, % at 35 µM. 290,000 tested, 0.36% active. AID 2006; in the data active means inhibition above about 50%, passing the limit was not always enough; further: strong numbers were not always called active
Target sequence (P63279 whole entry, looked up): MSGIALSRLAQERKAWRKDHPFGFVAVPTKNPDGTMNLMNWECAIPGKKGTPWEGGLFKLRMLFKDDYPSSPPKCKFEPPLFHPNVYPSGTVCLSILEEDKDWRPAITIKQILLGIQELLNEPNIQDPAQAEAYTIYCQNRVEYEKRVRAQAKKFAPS
MEKK2 WT-MEK5 – raises or lowers MEK5 binding to wildtype human MEKK2 PB1 domain; Q9Y2U5; bead flow cytometry, Alexa488-MEK5 binding to MEKK2 WT; actives lie on both sides; binding response (% of control), % at 10 µM; 290,000 tested, 1.1% active; AID 1531; in the data active means binding response below about 67% or above about 130%
CRFR2-BP ag – agonists of human CRF-binding protein/CRF-R2 receptor complex; AID 588473; activation, % at 13.2 µM; 350,000 tested, 0.46% active; HEK293 CRF-R2/CRF-BP, calcium dye fluorescence (FLIPR); percent of saturating CRF peptide response;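 active means activation of at least 50%, plus an integration ratio under a set limit after plate pattern correction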;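 further: plate controls were neutral control wells without compound for no effect and CRF at EC100 for full effect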
GalR3 antagonist – antagonists of human GalR3; AID 651719; HEK293 GalR3-CNG cAMP membrane potential fluorescence; galR3 body fused to GalR1 C-terminus; 360,000 tested, 0.44% active; inhibition, % at 3 µM; O60755;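 active means inhibition above the screen-wide average plus 3 SD, cut at about 13% in these data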;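 further: forskolin and galanin both at EC90 stimulate the cells; cAMP rise reported by CNG channel membrane potential dye signal; 0% = forskolin plus galanin with DMSO and 100% = forskolin alone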
FID counter – displaces DNA intercalator in HCV helicase counter-screen; DNA fluorescent intercalator displacement, fluorescence; AID 1845; 290,000 tested, 0.17% active; inhibition, % at 7.9 µM; in the data active means inhibition above about 37%;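 further: 0% = vehicle and 100% = reference compound; higher means more ethidium bromide displaced from hairpin DNA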
* = called active by the depositor. These rows are one share of the data (hit frequency here may not be typical).

What do the screens show for `Cc1nc2ccc(S(=O)(=O)NCC(=O)Nc3ccc(F)cc3)cc2s1`?
MEKK3 PB1 HTS: 100; MEKK2 mut-MEK5: -1; CRFR2-BP antag: -9; HCV NS3 hel inh: 1; SUMO HTRF inh: 0; MEKK2 WT-MEK5: 101; CRFR2-BP ag: -0.3; GalR3 antagonist: 3; FID counter: -8

What do the screens show for `Cc1cccc(Oc2ncnc3onc(C)c23)c1C`?
MEKK3 PB1 HTS: 98; MEKK2 mut-MEK5: 7; CRFR2-BP antag: -2; HCV NS3 hel inh: 2; SUMO HTRF inh: 7; MEKK2 WT-MEK5: 100; CRFR2-BP ag: -2.0; GalR3 antagonist: -2; FID counter: -2

How did CCNC(=S)Nc1ccc(Cl)c([N+](=O)[O-])c1 do in these assays?
MEKK3 PB1 HTS: 83; MEKK2 mut-MEK5: -3; CRFR2-BP antag: 35; HCV NS3 hel inh: 3; SUMO HTRF inh: -14; MEKK2 WT-MEK5: 92; CRFR2-BP ag: 13; GalR3 antagonist: -1; FID counter: 5

Results for CCOc1ccc(N=Nc2ccc(O)c3ncccc23)cc1 ?
MEKK3 PB1 HTS: 104; MEKK2 mut-MEK5: -1; CRFR2-BP antag: 8; HCV NS3 hel inh: 29; SUMO HTRF inh: -31; MEKK2 WT-MEK5: 100; CRFR2-BP ag: -1.3; GalR3 antagonist: -10; FID counter: -13

Results for O=C(CN1CCN(Cc2ccccc2Cl)C1=O)N1CCCCCC1 ?
MEKK3 PB1 HTS: 104; MEKK2 mut-MEK5: 19; CRFR2-BP antag: -32; HCV NS3 hel inh: 5; SUMO HTRF inh: -2; MEKK2 WT-MEK5: 111; CRFR2-BP ag: 1.2; GalR3 antagonist: -3; FID counter: -15

How did c1ccc2c(CCNc3ncnc4nc[nH]c34)c[nH]c2c1 do in these assays?
MEKK3 PB1 HTS: 110; MEKK2 mut-MEK5: 14; CRFR2-BP antag: -18; HCV NS3 hel inh: 5; SUMO HTRF inh: 0; MEKK2 WT-MEK5: 111; CRFR2-BP ag: -2.0; GalR3 antagonist: -4; FID counter: 3

Results for O=C(CSc1nnc(COc2ccccc2Cl)o1)NC(=O)NC1CCCC1 ?
MEKK3 PB1 HTS: 113; MEKK2 mut-MEK5: 8; CRFR2-BP antag: -25; HCV NS3 hel inh: -8; SUMO HTRF inh: 0; MEKK2 WT-MEK5: 112; CRFR2-BP ag: 0.7; GalR3 antagonist: -6; FID counter: -30

What do the screens show for `NNC(=O)c1ccc(COCC(F)(F)F)cc1`?
MEKK3 PB1 HTS: 101; MEKK2 mut-MEK5: -1; CRFR2-BP antag: 5; HCV NS3 hel inh: 12; SUMO HTRF inh: 19; MEKK2 WT-MEK5: 99; CRFR2-BP ag: 0.3; GalR3 antagonist: -3; FID counter: -22

What do the screens show for `Cc1cc(C)cc(N(C(=O)c2csnn2)C(C(=O)NC2CCCCC2)c2ccccn2)c1` (centres undefined)?
MEKK3 PB1 HTS: 98; MEKK2 mut-MEK5: 1; CRFR2-BP antag: -6; HCV NS3 hel inh: 17; SUMO HTRF inh: 12; MEKK2 WT-MEK5: 99; CRFR2-BP ag: 7.4; GalR3 antagonist: -5; FID counter: -40

How did O=C(NCC(=O)N(c1cccnc1)C(C(=O)NCc1ccco1)c1ccccc1)c1ccco1 (centres undefined) do in these assays?
MEKK3 PB1 HTS: 74; MEKK2 mut-MEK5: -5; CRFR2-BP antag: -13; HCV NS3 hel inh: 4; SUMO HTRF inh: 2; MEKK2 WT-MEK5: 82; CRFR2-BP ag: -0.6; GalR3 antagonist: -3; FID counter: -8

Results for NC(=O)c1ccc(/C(N)=N/S(=O)(=O)c2cc(C(F)(F)F)cc(C(F)(F)F)c2)cc1 ?
MEKK3 PB1 HTS: 60; MEKK2 mut-MEK5: -40; CRFR2-BP antag: -8; HCV NS3 hel inh: 12; SUMO HTRF inh: -8; MEKK2 WT-MEK5: 70; CRFR2-BP ag: -1.1; GalR3 antagonist: -2; FID counter: -10

Results for O=C(Nc1ncccc1Cl)c1cc2ccccc2o1 ?
MEKK3 PB1 HTS: 101; MEKK2 mut-MEK5: 3; CRFR2-BP antag: -7; HCV NS3 hel inh: 24; MEKK2 WT-MEK5: 103; CRFR2-BP ag: -0.3; GalR3 antagonist: -5; FID counter: -14

Results for Cc1nc2ccc(NC(=S)N3CCC(C)CC3)cc2nc1C ?
MEKK3 PB1 HTS: 98; MEKK2 mut-MEK5: 0; CRFR2-BP antag: -8; HCV NS3 hel inh: 11; SUMO HTRF inh: 10; MEKK2 WT-MEK5: 99; CRFR2-BP ag: 0.0; GalR3 antagonist: -5; FID counter: -8

What do the screens show for `CCc1cc2c(=O)c(-c3nc4ccccc4n3C)c(C)oc2c(CN2CCCCC2)c1O`?
MEKK3 PB1 HTS: 100; MEKK2 mut-MEK5: 0; CRFR2-BP antag: 4; HCV NS3 hel inh: -1; SUMO HTRF inh: 23; MEKK2 WT-MEK5: 99; CRFR2-BP ag: 1.0; GalR3 antagonist: -8; FID counter: -10

What do the screens show for `O=S(=O)(NCCCN1CCN(c2ccccc2F)CC1)c1cccc2cccnc12`?
MEKK3 PB1 HTS: 114; MEKK2 mut-MEK5: 4; CRFR2-BP antag: 11; HCV NS3 hel inh: -7; SUMO HTRF inh: -2; MEKK2 WT-MEK5: 112; CRFR2-BP ag: 0.9; FID counter: 9

What do the screens show for `CCOc1c(Br)cc(CNCc2cccs2)cc1OC`?
MEKK3 PB1 HTS: 99; MEKK2 mut-MEK5: 26; CRFR2-BP antag: 3; HCV NS3 hel inh: -2; SUMO HTRF inh: -11; MEKK2 WT-MEK5: 100; CRFR2-BP ag: 2.6; GalR3 antagonist: 5; FID counter: 7

What do the screens show for `Cc1cc([N+](=O)[O-])ccc1N(C)C`?
MEKK3 PB1 HTS: 96; MEKK2 mut-MEK5: -1; CRFR2-BP antag: 5; HCV NS3 hel inh: 6; SUMO HTRF inh: -11; MEKK2 WT-MEK5: 97; CRFR2-BP ag: -2.8; GalR3 antagonist: -6; FID counter: 4

What do the screens show for `COc1cc2c(cc1OC)CN(c1ccc(-c3ccccc3OC)nn1)CC2`?
MEKK3 PB1 HTS: 98; MEKK2 mut-MEK5: 0; CRFR2-BP antag: 16; HCV NS3 hel inh: -8; SUMO HTRF inh: 28; MEKK2 WT-MEK5: 98; CRFR2-BP ag: 0.8; FID counter: -19

What do the screens show for `CCOc1ccccc1NS(=O)(=O)c1ccc(-c2cnc(C3CC3)o2)cc1`?
MEKK3 PB1 HTS: 99; MEKK2 mut-MEK5: -2; CRFR2-BP antag: -26; HCV NS3 hel inh: -7; SUMO HTRF inh: -1; MEKK2 WT-MEK5: 92; CRFR2-BP ag: 0.5; GalR3 antagonist: 2; FID counter: -31

Results for O=C(N/N=C/c1ccccc1OC(F)F)NC1CCCCC1 ?
MEKK3 PB1 HTS: 88; MEKK2 mut-MEK5: -23; CRFR2-BP antag: -21; HCV NS3 hel inh: 1; SUMO HTRF inh: -4; MEKK2 WT-MEK5: 82; CRFR2-BP ag: -1.6; GalR3 antagonist: -5; FID counter: -29

Results for CCC(c1nnnn1CCOC)N(Cc1cc2c(C)cc(C)cc2[nH]c1=O)CC1CCCO1 (centres undefined) ?
MEKK3 PB1 HTS: 106; MEKK2 mut-MEK5: 6; CRFR2-BP antag: -27; HCV NS3 hel inh: 15; SUMO HTRF inh: 18; MEKK2 WT-MEK5: 105; CRFR2-BP ag: -1.2; GalR3 antagonist: 1; FID counter: -3

Results for Cn1c2c(c(=O)n3ncnc13)CCCC2 ?
MEKK3 PB1 HTS: 101; MEKK2 mut-MEK5: -2; CRFR2-BP antag: 5; HCV NS3 hel inh: 0; SUMO HTRF inh: 15; MEKK2 WT-MEK5: 98; CRFR2-BP ag: 0.9; GalR3 antagonist: -4; FID counter: 0

How did COc1ccccc1CNC(=O)C(=O)NCC1OCCN1S(=O)(=O)c1ccc(Br)cc1 (centres undefined) do in these assays?
MEKK3 PB1 HTS: 100; MEKK2 mut-MEK5: 0; CRFR2-BP antag: 6; HCV NS3 hel inh: -14; SUMO HTRF inh: -7; MEKK2 WT-MEK5: 100; CRFR2-BP ag: 0.1; GalR3 antagonist: -3; FID counter: -43

Results for COc1ccc(C(=O)N(Cc2ccco2)Cc2cc3cc(C)ccc3[nH]c2=O)cc1OC ?
MEKK3 PB1 HTS: 91; MEKK2 mut-MEK5: -11; CRFR2-BP antag: 2; HCV NS3 hel inh: 6; MEKK2 WT-MEK5: 91; CRFR2-BP ag: 2.0; GalR3 antagonist: 0; FID counter: -20

What do the screens show for `OC(c1ccccc1)(c1ccccc1)C1CCN(C(=S)NCCc2ccccc2)CC1`?
MEKK3 PB1 HTS: 108; MEKK2 mut-MEK5: 8; CRFR2-BP antag: -1; HCV NS3 hel inh: -9; SUMO HTRF inh: -8; MEKK2 WT-MEK5: 116; CRFR2-BP ag: 1.3; GalR3 antagonist: -6; FID counter: -17

How did COc1ccc(CN2C(=O)[C@@H]3C(c4ccc(F)cc4)=NO[C@@H]3C2=O)cc1 do in these assays?
MEKK3 PB1 HTS: 107; MEKK2 mut-MEK5: 6; CRFR2-BP antag: -4; HCV NS3 hel inh: 3; SUMO HTRF inh: -3; MEKK2 WT-MEK5: 107; CRFR2-BP ag: 4.2; GalR3 antagonist: -3; FID counter: -2

Results for COc1ccc(-c2cc(C(=O)NN)[nH]n2)cc1 ?
MEKK3 PB1 HTS: 97; MEKK2 mut-MEK5: 1; CRFR2-BP antag: 15; HCV NS3 hel inh: 11; SUMO HTRF inh: 2; MEKK2 WT-MEK5: 90; CRFR2-BP ag: -5.0; GalR3 antagonist: -5; FID counter: -3

What do the screens show for `CCN(CC)CCNC(=O)C(=O)Nc1cc2c3c(c1)CCC(=O)N3CCC2`?
MEKK3 PB1 HTS: 104; MEKK2 mut-MEK5: 2; CRFR2-BP antag: 4; HCV NS3 hel inh: 4; SUMO HTRF inh: 21; MEKK2 WT-MEK5: 100; CRFR2-BP ag: 2.3; GalR3 antagonist: 3; FID counter: 6

Results for COC(=O)c1cc(NS(=O)(=O)c2ccc(NC(C)=O)cc2)ccc1Cl ?
MEKK3 PB1 HTS: 86; MEKK2 mut-MEK5: -4; CRFR2-BP antag: 7; HCV NS3 hel inh: -6; SUMO HTRF inh: 26; MEKK2 WT-MEK5: 90; CRFR2-BP ag: 1.3; GalR3 antagonist: -4; FID counter: 1

What do the screens show for `COc1ccccc1C(=O)N/C(=C/c1ccccc1)C(=O)NC(CCSC)C(=O)O` (centres undefined)?
MEKK3 PB1 HTS: 98; MEKK2 mut-MEK5: 3; CRFR2-BP antag: 1; HCV NS3 hel inh: -1; SUMO HTRF inh: 16; MEKK2 WT-MEK5: 95; CRFR2-BP ag: -1.0; GalR3 antagonist: -8; FID counter: -35
